Source: PubChem
12-LOX inh: inhibitors of human 12S-lipoxygenase ALOX12 | Potency, µM (top dose mostly 108 µM), inactives show at the top dose activity change, negative = inhibition, actives largely listed as inhibitors | purified 12hLO, xylenol orange hydroperoxide absorbance | P18054 | 580,000 tested, 1.1% active; active = well fitted inhibition curve with a large enough effect; inconclusive = small, poorly fitted or top-dose-only effect, or another doubt; inactive = no such curve, though single readings can be large or run the other way
Target sequence (P18054 whole entry, looked up): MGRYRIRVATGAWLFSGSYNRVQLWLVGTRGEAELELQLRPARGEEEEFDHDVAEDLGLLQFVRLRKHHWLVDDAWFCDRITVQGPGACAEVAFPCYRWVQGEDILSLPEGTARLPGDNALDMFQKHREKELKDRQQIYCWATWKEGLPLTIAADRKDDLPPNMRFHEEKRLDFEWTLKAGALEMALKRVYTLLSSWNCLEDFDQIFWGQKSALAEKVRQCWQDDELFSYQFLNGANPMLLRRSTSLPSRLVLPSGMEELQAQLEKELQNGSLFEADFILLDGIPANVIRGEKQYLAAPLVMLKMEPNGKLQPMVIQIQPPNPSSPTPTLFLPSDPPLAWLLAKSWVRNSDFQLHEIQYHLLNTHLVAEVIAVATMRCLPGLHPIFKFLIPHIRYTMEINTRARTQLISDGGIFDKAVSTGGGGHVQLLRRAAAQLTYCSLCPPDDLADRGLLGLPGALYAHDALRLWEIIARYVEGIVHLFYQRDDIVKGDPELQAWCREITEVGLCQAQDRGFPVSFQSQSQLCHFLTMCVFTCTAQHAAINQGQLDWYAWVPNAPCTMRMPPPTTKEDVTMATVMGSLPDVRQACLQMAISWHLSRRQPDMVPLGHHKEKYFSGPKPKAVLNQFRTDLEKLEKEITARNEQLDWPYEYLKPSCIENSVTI
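Hydroperoxide product was detected by ferrous iron/xylenol orange as the 573 to 405 nm absorbance ratio. Arachidonic acid at 40 uM (final) was turned over for 30 min at room temperature by 150 nM human 12hLO, pH 7.0 Hepes buffer, after 15 min compound preincubation.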
The depositor's hits bear a star; ? = inconclusive; [ ] = another dose, or the depositor's remark. % is scaled to controls: 0 for no effect and ±100 for the full control effect; potency is read from the fitted curve at half-maximal effect. An excerpt; rates above refer to the full screens.

SMILES | 12-LOX inh
CC1C(c2cccs2)=[N+]([O-])C(C)(c2ccc(Cl)cc2)N1O (stereo not drawn) | ?
COc1cccc(Nc2cc(C(=O)NCc3cccnc3)c3c(c2)ncn3C)c1 | 11%[176 µM]
CN1CCN([C@H]2CCN(C(=O)c3ncc(F)cc3F)C[C@H]2CCCO)CC1 | -1%
Cc1ccc(C(=O)Nc2c(-c3ccccc3)[nH][nH]c2=O)cc1 | ?
CCOc1cc(CN2CCOc3ccc(C(=O)NCc4ccccc4F)cc3C2)ccc1O | 5%
O=C(Nc1ccc(Cl)cc1Cl)C1C2CC/C=C\CC/C=C/CCC21 (stereo not drawn) | ?
Cc1cc(N2CCN(C(C(=O)O)c3c[nH]c4ccc(CO)cc34)CC2)nc2ccccc12 (stereo not drawn) | ?
COCCN1CCCCCC(O)c2cc(C(=O)NC3CCCCC3)ccc21 (stereo not drawn) | 6%
CC(C)Oc1cc(Br)ccc1C(=O)O | 12%
O=C(Nc1cccc2cccnc12)c1cc(Cl)ccc1Cl | 6%
CC(Cc1cccs1)N(Cc1ccccc1)C(=O)c1cccc(S(=O)(=O)N2CCCC2)c1 (stereo not drawn) | -3%
Cc1ccc(C2=C(O)C(=O)N(c3ccc(F)cc3)C2c2ccc(C(=O)O)cc2)cc1 (stereo not drawn) | ?
CCOc1ccc(NC(=O)Cn2c(Nc3cc(C)cc(C)c3)nc(C)cc2=O)cc1 | 35µM*
Cc1ccc(CNC(=O)N2C[C@@H](Oc3ccccc3)C[C@@H]2C(=O)N2CCOCC2)cc1 | 14%
COc1ccc(C(=O)Nc2ccc([C@H]3OCC(=O)N(CCN)[C@@H]3CO)cc2)cc1 | -26%[176 µM]
c1ccc(CN2CCC[C@H]2c2nc(-c3ccnc(N4CCOCC4)c3)no2)cc1 | 34%[activator][176 µM]
CCn1cnnc1CC1CCN(S(=O)(=O)c2ccccc2C)CC1 | -19%
CC(C)N1C(=O)C[C@H](S(=O)(=O)c2ccccc2)[C@H]1c1ccccc1 | -6%
CCOC(=O)CCc1cc(C(=O)OCC)c(CCC(=O)OCC)cc1C(=O)OCC | -3%
Fc1ccc(-c2csc(NCc3ccco3)n2)cc1 | ?
Cc1ccc(-c2ncn(-c3ccc(Nc4nccc(-c5cccc(N6CCOCC6)c5)n4)cc3)n2)cn1 | -4%[57.4 µM]
O=C1NCCC[C@@H]1NC(=O)[C@@H]1CN(C(=O)c2cccc(F)c2)CCN1C(=O)c1cccc(F)c1 | -4%
Cc1cc(=O)n(CC(=O)Nc2ccc3c(c2)OCO3)c(N2CCc3ccccc3C2)n1 | 10%
Cc1csc(CNC(=O)c2nccnc2N)n1 | 60%[activator]
Cc1cc(C)n(-c2nc3ccccc3nc2N2CCN(C(=O)c3ccccc3Br)CC2)n1 | ?
CC1=C(C(=O)OC(C)(C)C)C(c2ccccc2Cl)NC(=S)N1 (stereo not drawn) | ?
CCOc1ccccc1CN1CCCC12Cc1ccccc1CNC2=O (stereo not drawn) | 2%[6.33 µM]
O=C(CC1Cc2ccccc2C1)N1CCN(CCO)CC(O)C1 (stereo not drawn) | ?
CCOC(=O)C1=C(CN2CCN(c3ccccn3)CC2)NC(=O)NC1c1ccc(OCC)cc1 (stereo not drawn) | -12%
COc1cc(NC(=O)CN2C(=O)NC3(CCOCC3)C2=O)cc(OC)c1 | 5%
CCOc1ccccc1NC(=O)COc1ccccc1C(=O)c1cc(C#N)c(=O)n(C2CCCCC2)c1 | 3%
Cc1ccccc1-c1ccc2ncnc(N(C)Cc3ccco3)c2c1 | ?
COc1cc2c(c(OC)c1OC)C1(CCCCC1)CC2NCC=C(C)C (stereo not drawn) | 8%
CNc1c(NC(=O)Cc2ccc(OC)c(OC)c2)c(=O)oc2ccccc12 | 8%
Cc1ccc(NC(=O)c2nccnc2N)cc1Cl | -4%
Cc1ccc(NC(=O)Cn2cc(C#N)c3ccccc32)cc1F | 2%
CCCCOCC1CN(CCCC)S(=O)(=O)c2c(NCc3cc(OC)c(OC)c(OC)c3)cccc2O1 (stereo not drawn) | 7%
CCNC(=O)c1cccnc1OC1CCN(C(=O)c2ccccc2OC)C1 (stereo not drawn) | 7%
Cn1c(CCNC(=O)c2ccccc2C2CCNC2)nc2ccccc21 (stereo not drawn) | ?
CCN1C(=O)C2(CCN(S(=O)(=O)c3cccc(C(F)(F)F)c3)CC2)c2ccccc21 | 11%
COc1ccc(OCC(=O)Nc2cccc(-c3nc4cc(C)ccc4o3)c2C)cc1 | 20%
Cc1cc(OCCOCC[N+](C)(C)Cc2ccccc2)ccc1C(C)(C)CC(C)(C)C | -12%[22.9 µM]
COc1ccc(-c2ccc3nc(-c4cccc(F)c4)oc3c2)c(OC)c1OC | ?
CN1CCC(C(=O)N2Cc3ccccc3CC3(CCCN3C)C2)CC1 (stereo not drawn) | 7%[6.33 µM]
Cn1nc(C2CCCN(C(=O)NCc3ccccc3)C2)n(Cc2ccccc2)c1=O (stereo not drawn) | -3%
CN(C)Cc1cccc(N=C(c2ccccc2)c2c(O)[nH]c3cc(C(=O)N(C)C)ccc23)c1 | -4%[57.4 µM]
CC1=C[C@@H](CNC(=O)c2ccco2)[C@H](C(C)C)C[C@H]1CC(=O)NCc1ccccn1 | ?
CN1C(=O)CCC2(CNC(=O)C3CCOCC3)CCC=C12 (stereo not drawn) | 11%
CCn1c(N2CCN(Cc3cc(C)ccc3C)CC2)nc2c1c(=O)[nH]c(=O)n2C | -1%
COc1ccc(-n2c(=O)c(-c3ccc(F)cc3)nc3cnc(N4CCOCC4)nc32)cc1 | ?
CSc1ccc(/C=C/C(=O)Nc2ccccc2-c2cccs2)cc1 | -6%
Cn1ncc2c(C(=O)N3CCOCC3)cc(-c3ccc(Cl)nc3)nc21 | 0%[6.33 µM]
Cc1ccc2c(Cn3nnc(-c4cccc(Cl)c4)n3)cc(=O)oc2c1 | 22%
Cn1cc(CN2CCN3C(=O)N(Cc4ccc(F)cc4)C[C@H]3C2)cn1 | 9%[176 µM]
CCCCn1cnc2c1c(=O)n(CC(=O)Nc1ccc(F)c(F)c1)c(=O)n2CCCC | -4%
CCn1nc(C(=O)Nc2ccc3c(c2)CCC3)c2ccccc2c1=O | ?
C[C@@H]1CN(C(=O)c2nc3sccn3c2-c2nc3ccccc3n2C)C[C@H](C)O1 | 9%
O=C(O)c1cccn1-c1ccccc1 | 5%
O=C(NCCc1cc2ccccc2[nH]1)Nc1cccc2ccccc12 | ?
Cc1cnc(SCc2ccccn2)nc1C1CCCN(C(=O)c2coc3c2C(=O)CCC3)C1 (stereo not drawn) | ?
New compounds follow
SMILES | 12-LOX inh
C[C@@H]1CN(S(=O)(=O)C(C)(C)C)[C@H](CCO)/C1=C\CCO | -13%
COc1cccc(OS(=O)(=O)c2ccc3c(c2)CCCC3)c1 | -1%
CC(=O)c1cccc(NC(=O)c2cnc(-c3ccc(C)cc3)nc2-c2ccncc2)c1 | 22%
O=C(NC12CC3CC(CC(C3)C1)C2)C1CCCO1 (stereo not drawn) | 4%
Cc1nc(-c2cnccn2)n(CC(=O)Nc2cccc(F)c2)c(=O)c1C | 36%[activator]
CCS(=O)(=O)N1CCc2cc(C(=O)CSc3ccc(Cl)cc3)ccc21 | 0%
COc1ccc(C2CC(=O)Nc3c2c(C)nn3-c2ccc(C)cc2)cc1OC (stereo not drawn) | 6%
O=C(NC1CC1)C(Sc1cc(Cl)ccc1Cl)c1ccc(F)cc1 (stereo not drawn) | 5%
NC(=S)NCc1ccc(F)cc1 | 11%
CCN(C1CCOCC1)C1CN(C(=O)c2cccs2)C1 | 28%
COc1ccccc1C(=O)N1CCC2(CC1)COc1ccccc1CN2 | ?
COc1ccccc1CC(=O)N1CCc2c(nc3cc(-c4ccccc4Cl)[nH]n3c2=O)C1 | 7%
COc1ccccc1N1CCN(CC(=O)Nc2ncc3c(n2)CC(C)CC3=O)CC1 (stereo not drawn) | ?
O=c1c2c(CO)c(-c3ccccc3)nn2ccn1Cc1cccc(C(F)(F)F)c1 | 31%[activator]
O=C(Nc1oc2ccccc2c(=O)c1-c1ccc(F)cc1)c1cccs1 | 1%
Cc1c(Cl)cccc1NCc1cc(=O)n2[nH]c(-c3ccccc3)nc2n1 | -15%
Cc1ccc(-c2nnc(C3CN(C(=O)C4CCOCC4)CC34CCOCC4)o2)cc1 (stereo not drawn) | 22%
CCCCN(CCCC)CCNC(=O)C1=C(C)C(=O)OC12CCN(C(C)=O)CC2 | 0%
N[n+]1cccc2ccccc21 | 18µM*
O=C(CCC1CCN(C(=O)c2ccccc2)CC1)N1CCC(Cc2ccccc2)CC1 | 2%
COCCn1c(CO)nnc1C1CC(NC(=O)c2cccc(C)c2Cl)C1 (stereo not drawn) | 11%
CN(C)C(=O)CNC(=O)c1cc2sccc2n1Cc1ccccc1Cl | -1%
COCCC1(NS(C)(=O)=O)CCN(C(=O)C2(c3ccc(OC)cc3)CC2)CC1 | 48%[activator]
COC(=O)Cn1cnc2c(NC(=O)c3ccccc3)ncnc21 | 3%
CC(=O)Nc1ccc(S(=O)(=O)[C@H]2CS(=O)(=O)C[C@@H]2N2CCCCC2)cc1 | 21%
O=C(NCCNc1ccccn1)Nc1ccccc1 | 12%
CC(C#N)Sc1nc(-c2cccs2)cc(C(F)(F)F)c1C#N (stereo not drawn) | -19%
CC1CNC(C)(C)C(O)C1 (stereo not drawn) | -2%
Cn1cnc(S(=O)(=O)N2CCC(N3C(=O)C4(CCCC4)C3c3ccccc3)CC2)c1 (stereo not drawn) | 28%
C/C(=N/N=C(c1ccccc1)c1ccccc1)c1ccccn1 | 51%[activator]
CC(CCc1ccccc1)Nc1ncnc2c1CN(C1CCNC1)C(=O)CN2C (stereo not drawn) | ?
Cc1ccccc1Cn1cc(NC(=O)c2cc(C(C)C)on2)cn1 | 13%
CCOC(=O)C(=O)Nc1cc(OC)c(OC)c(OC)c1 | 8%
COc1ccc(NC(=O)Nc2cccn3nc(C(C)C)nc23)cc1 | 29%
CC1=C[C@@H](CNC(=O)C2CCCCC2)[C@H](C(C)C)C[C@H]1CC(=O)NCc1cccnc1 | 56%[activator][176 µM]
CC1(c2noc(-c3ccccc3)n2)CCN(C(=O)C2CCN(S(=O)(=O)c3cnc[nH]3)CC2)CC1 | 4%
CNc1nccc(N2CCC(CC(=O)NCCCN(C)C)CC2)n1 | 84%[activator]
CC(=O)Nc1ccc(C2(C(=O)NCc3cccc(Cl)c3)CCC2)cc1 | -10%
COc1cccc(CN2CCCN(S(=O)(=O)c3ccccc3)CCC(=O)NCC2)c1OC | -10%
Cc1cn2nnc(C(=O)NCc3ccncc3)c2c(=O)[nH]1 | 34%
CSCC(=O)N[C@H]1CCN2C(=O)N(c3ccc(C(C)C)cc3)C(=O)[C@@H]2C1 | 9%[176 µM]
Cc1cc(C(=O)N2CCN(S(=O)(=O)c3ccc(F)cc3)CC2)c(C)n1Cc1ccco1 | -12%
Cc1ccc(C(=O)Nc2ncn(CC(=O)NCc3ccccc3C)n2)cc1 | 4%
CCOc1ccc(NC(=O)CSCc2cc(=O)n3ccccc3n2)cc1 | ?
COc1ccc(-c2cc(C)no2)cc1S(=O)(=O)CCC(=O)Nc1cc(C)cc(C)c1 | 3%
CCCC(=O)N1Cc2ccccc2CC2(CCCN(Cc3ccccc3)C2)C1 (stereo not drawn) | ?
COc1cccc(C(=O)NC2CCN(c3cc(-c4ccc(Cl)cc4)[nH]n3)C2)c1 (stereo not drawn) | -6%
CSc1nc2n(n1)C(c1ccc(Cl)c(Cl)c1)C1=C(CCCC1=O)N2 (stereo not drawn) | -10%
Cc1noc(C)c1CN[C@@H]1C[C@H](CO)[C@@H](O)[C@H]1O | ?
COc1ccc(C(=O)N2CCC(Cc3nc(-c4ccc(F)cc4)no3)CC2)c(C)c1 | 11%
COc1cc(OC)cc(C(=O)Nc2ccc3oc(=O)ccc3c2)c1 | ?
Cc1ccccc1Nc1nc(C(=O)NCCCN2CCOCC2)cs1 | 0%
Cc1oc(-c2nc(C#N)c(NCc3cccnc3)o2)cc1S(=O)(=O)N1CCCCCC1 | 48%[activator]
Nc1nc2c(ncn2[C@@H]2O[C@H](CO)[C@@H](O)[C@@H]2O)c(=O)[nH]1 | 24%
Cc1ccc(-c2nccn3cc(C(=O)NCCc4ccccn4)nc23)cc1 | ?
CN=C(NC)NCc1ccc(Br)s1 | ?

Compounds from the list above that have a Cl atom, in the order listed:
SMILES | 12-LOX inh
CC1C(c2cccs2)=[N+]([O-])C(C)(c2ccc(Cl)cc2)N1O (stereo not drawn) | ?
O=C(Nc1ccc(Cl)cc1Cl)C1C2CC/C=C\CC/C=C/CCC21 (stereo not drawn) | ?
O=C(Nc1cccc2cccnc12)c1cc(Cl)ccc1Cl | 6%
CC1=C(C(=O)OC(C)(C)C)C(c2ccccc2Cl)NC(=S)N1 (stereo not drawn) | ?
Cc1ccc(NC(=O)c2nccnc2N)cc1Cl | -4%
Cn1ncc2c(C(=O)N3CCOCC3)cc(-c3ccc(Cl)nc3)nc21 | 0%[6.33 µM]
Cc1ccc2c(Cn3nnc(-c4cccc(Cl)c4)n3)cc(=O)oc2c1 | 22%
CCS(=O)(=O)N1CCc2cc(C(=O)CSc3ccc(Cl)cc3)ccc21 | 0%
O=C(NC1CC1)C(Sc1cc(Cl)ccc1Cl)c1ccc(F)cc1 (stereo not drawn) | 5%
COc1ccccc1CC(=O)N1CCc2c(nc3cc(-c4ccccc4Cl)[nH]n3c2=O)C1 | 7%
Cc1c(Cl)cccc1NCc1cc(=O)n2[nH]c(-c3ccccc3)nc2n1 | -15%
COCCn1c(CO)nnc1C1CC(NC(=O)c2cccc(C)c2Cl)C1 (stereo not drawn) | 11%
CN(C)C(=O)CNC(=O)c1cc2sccc2n1Cc1ccccc1Cl | -1%
CC(=O)Nc1ccc(C2(C(=O)NCc3cccc(Cl)c3)CCC2)cc1 | -10%
COc1cccc(C(=O)NC2CCN(c3cc(-c4ccc(Cl)cc4)[nH]n3)C2)c1 (stereo not drawn) | -6%
CSc1nc2n(n1)C(c1ccc(Cl)c(Cl)c1)C1=C(CCCC1=O)N2 (stereo not drawn) | -10%
